Screening results as filed in PubChem BioAssay.
DSG3 Ab inh: inhibitors of pemphigus antibody binding to DSG3, primary screen, biochemical, bead-based, flow cytometry, scFv-GFP; hit rate 0.48% among 310,000; binding (percent of control), % at 10 µM; Desmoglein-3 (Homo sapiens), P32926; DSG3-coupled beads, scFv-anti-DSG3-GFP binding; stronger effect = lower value;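 active = binding more than 3 SD below its plate's average and above zero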; note: some compounds called inactive have numbers as strong as hits
Target sequence (P32926 whole entry, looked up): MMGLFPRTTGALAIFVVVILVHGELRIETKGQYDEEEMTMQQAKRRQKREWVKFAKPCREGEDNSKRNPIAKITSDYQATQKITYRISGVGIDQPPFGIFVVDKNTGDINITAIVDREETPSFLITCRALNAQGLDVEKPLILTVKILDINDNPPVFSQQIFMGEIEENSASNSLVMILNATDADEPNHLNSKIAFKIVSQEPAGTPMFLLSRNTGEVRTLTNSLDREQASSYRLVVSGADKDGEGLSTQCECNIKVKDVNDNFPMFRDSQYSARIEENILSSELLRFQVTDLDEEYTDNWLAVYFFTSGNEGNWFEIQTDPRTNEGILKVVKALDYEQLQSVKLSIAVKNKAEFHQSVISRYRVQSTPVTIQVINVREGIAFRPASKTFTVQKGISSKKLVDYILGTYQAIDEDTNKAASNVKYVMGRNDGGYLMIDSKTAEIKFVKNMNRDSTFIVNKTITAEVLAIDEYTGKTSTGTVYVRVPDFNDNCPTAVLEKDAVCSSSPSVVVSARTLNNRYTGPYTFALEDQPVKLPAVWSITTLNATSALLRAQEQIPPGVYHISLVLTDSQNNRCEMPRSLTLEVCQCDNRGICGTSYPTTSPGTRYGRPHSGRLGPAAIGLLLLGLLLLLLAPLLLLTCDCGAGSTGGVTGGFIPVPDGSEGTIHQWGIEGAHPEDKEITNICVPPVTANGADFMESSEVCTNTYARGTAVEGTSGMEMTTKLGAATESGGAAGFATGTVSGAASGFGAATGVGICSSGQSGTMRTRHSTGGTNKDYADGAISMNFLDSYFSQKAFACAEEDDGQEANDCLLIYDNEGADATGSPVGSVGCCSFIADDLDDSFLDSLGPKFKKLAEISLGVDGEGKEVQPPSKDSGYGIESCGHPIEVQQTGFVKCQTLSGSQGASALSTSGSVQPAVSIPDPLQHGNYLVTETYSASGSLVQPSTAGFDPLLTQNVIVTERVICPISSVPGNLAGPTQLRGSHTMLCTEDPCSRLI
Ecoli viability: E. coli V3065 growth inhibition, primary screen, counter-screen for AddAB inhibitor project, absorbance, OD600. 18 h. inhibition, % at 11.9 µM. hit rate 0.27% among 330,000. AID 449728, 2010;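 active = inhibition above the campaign's mean inhibition across all tested compounds plus 3 SD, cut at about 9.9% in these data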;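 note: uninfected addAB+ strain grown without phage in ampicillin broth; 0% = DMSO wells and 100% = ciprofloxacin 0.95 µg/ml wells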
HTR5A inv ctr: HTR5A inverse agonists in luminescence cell assay, primary screen, counter-screen for OPRM1-OPRD1 heterodimer inverse agonist project, full-deck HTS. hit rate 0.083% among 340,000. AID 504634, 2011. inhibition, % at 9.3 µM. HTR5A cell line, inverse agonism. 5-hydroxytryptamine receptor 5A (Homo sapiens), P47898; in the data active = inhibition mostly above about 23%, no sharp cut-off; inactive = mostly below about 18%;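 note: 0% = cells with DMSO and 100% = no-cell wells with DMSO; some compounds called inactive have numbers as strong as hits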
phage Ecoli inh: growth loss of phage-infected E. coli, primary screen, RecBCD inhibitor project, absorbance, with phage, HTS | inhibition, % at 11.9 µM | hit rate 0.26% among 360,000; in the data active = inhibition above about 11%
SUMO Mot1 rescue: yeast Mot1-301 growth rescue at high temperature, primary screen, SUMOylation pathway inhibitor project, S. cerevisiae, ATP luminescence, 38.5C; S. cerevisiae Mot1-301 growth rescue; percent above DMSO median, 100 means doubled; growth rescue, % at 18.8 µM; hit rate 1% among 320,000; AID 2716, 2010;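 active = every valid replicate shows activation above 250% relative to neutral control wells; inactive = the rest, any valid replicate at or below 250%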;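 note: OY570 slx delta 5 strain wells were the positive control but not used for scaling; some compounds called inactive have numbers as strong as hits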
PKA-R1A act: activators of PKA-R1A holoenzyme, primary screen, biochemical, fluorescence polarization, Cy5-IP20, bovine R1A, mouse PKAc; cAMP-dependent protein kinase type I-alpha regulatory subunit (Bos taurus) + …; PKA-R1A dissociation; scaled: DMSO 0%, 113 µM cGMP 100%; activation, % at 11.4 µM; hit rate 0.083% among 340,000;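 active = percent activation above the mean of all tested compounds plus 3 SD, cut at about 19% in these data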;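 note: higher means more PKAc released from R1A so a rise in polarization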
OPRM1-OPRD1 inv: inverse agonists of MOR-DOR heterodimerization, primary screen, cell-based, luminescence. Mu-type opioid receptor (Homo sapiens) + Delta-type opioid receptor (Homo sapiens), …. cell-based MOR-DOR heterodimer luminescence, inverse agonism. inhibition, % at 9.3 µM. hit rate 0.21% among 340,000; in the data active = inhibition above about 22%, passing the limit was not always enough;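 note: 0% = cells with DMSO and 100% = wells without cells with DMSO; values of inactives mirror those of a sister screen read the other way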
PfHsp90 yeast 2: growth inhibition of PfHsp90-expressing yeast, primary screen, antimalarial PfHsp90 inhibitor project, S. cerevisiae, BacTiter-Glo luminescence, single point, set 2. BacTiter-Glo ATP, 48 h; yeast lacking PDR1 and PDR3 efflux regulators. inhibition, % at 9.4 µM. hit rate 0.32% among 310,000. AID 504621, 2011;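 active = every replicate shows inhibition above about 80%, whatever the replicate mean, limit read from the data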;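 note: 0% = DMSO neutral controls and 100% = 20 µM radicicol positive controls; yeast relying on Plasmodium falciparum Hsp90 in place of its own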
AddAB inh: growth inhibition of E. coli expressing H. pylori AddAB, primary screen, AddAB inhibitor project, absorbance; hit rate 0.29% among 330,000; AID 435030, 2010; inhibition, % at 11.9 µM; in the data active = inhibition above about 12%;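 note: 0% = vehicle wells of infected cells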
OPRM1-OPRD1 ag: agonists of OPRM1-OPRD1 heterodimerization, primary screen, cell-based, luminescence. Mu-type opioid receptor (Homo sapiens) + Delta-type opioid receptor (Homo sapiens), …. cells. activation, % at 9.3 µM. hit rate 0.3% among 340,000. AID 504326, 2011; in the data active = activation above about 18%;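 note: 0% = vehicle-treated cells and 100% = reference agonist; values of inactives mirror those of a sister screen read the other way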
HTR5A ag: HTR5A agonists in luminescence cell assay, primary screen, counter-screen for OPRM1-OPRD1 heterodimer agonist project, full-deck HTS; 5-hydroxytryptamine receptor 5A (Homo sapiens), P47898; cell-based; activation, % at 9.3 µM; hit rate 0.61% among 340,000; in the data active = activation mostly above about 9.5%, no sharp cut-off; inactive = mostly below about 7.6%;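 note: 0% = cells with vehicle only and 100% = reference agonist; strong numbers were not always called active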
* marks the source's active call; other numbers are inactive results; . = no result given. Hits appear at their usual frequency; about 3.2% have a hit in one of these screens.

SMILES	DSG3 Ab inh	Ecoli viability	HTR5A inv ctr	phage Ecoli inh	SUMO Mot1 rescue	PKA-R1A act	OPRM1-OPRD1 inv	PfHsp90 yeast 2	AddAB inh	OPRM1-OPRD1 ag	HTR5A ag
Cc1cc(=O)[nH]c2c1c(C)nn2C(C)(C)C	113	0.4	-10	1.2	0	0	11	2	2.5	-2.2	2
COc1ccc(NC(=O)c2nn(C)c(C(=O)Nc3ccc(OC)cc3)c2[N+](=O)[O-])cc1	109	-0.7	4	1.4	4	-12	6	-7	2.3	-1.2	-1
Cc1ccc(N2C(=O)C3CCCN3C2=S)c(C)c1 (centres undefined)	.	-1.7	-26	1.1	12	-5	11	-4	1.3	-2.6	9
COc1ccc(CNC(=O)c2cnc3cc(C)ccn3c2=O)cc1	100	1.7	-17	3.5	41	9	2	0	1.2	-0.3	6
COCCN(C(=O)COC(=O)c1c(-c2ccccc2)noc1C)c1c(N)n(Cc2ccccc2)c(=O)[nH]c1=O	101	0.2	0	-0.7	9	-4	0	-3	0.6	-0.1	0
COc1ccc2cc(C(c3nnnn3CCc3ccccc3)N3CCCC(C)C3)c(=O)[nH]c2c1 (centres undefined)	110	-1.1	8	-2.4	1	-6	-15	5	-3.5	2.6	5
CCCCOc1ccc(CSC(=N)N)cc1Cl	97	1.5	2	4.4	467*	0	-34	9	8.4	6.6	2
Cc1onc(-c2ccccc2Cl)c1C(=O)NC(=S)Nc1ccccc1F	105	-2.5	-4	4.1	18	-7	2	-20	-1.5	-0.3	0
Cc1ccc2nc(-c3ccc(N4C(=NC(=O)CCC(=O)O)SC5CS(=O)(=O)CC54)cc3)sc2c1 (centres undefined)	101	-1.0	4	.	3	-8	-2	9	-1.0	0.4	2
CC1(C)CC(=O)C2=C(C1)OC(N)=C(C#N)[C@@H]2c1ccccc1[N+](=O)[O-]	118	1.6	-2	-1.2	13	-4	-6	7	0.8	1.2	2
O=C1c2ccccc2C(=O)N1OCc1ccccc1[N+](=O)[O-]	95	1.2	11	4.0	-15	-4	-1	-10	1.4	0.2	-4
CCN1CCS/C1=C/C=C/C1=[N+](CC)CCS1	107	1.0	-8	.	-9	-11	17	42	-0.8	-3.3	3
CC(C)(C)NC(=O)CC1C[C@H](C(=O)N2CCOCC2)[C@@]2(C)c3[nH]c4ccccc4c3CCN2C1=O (some centres undefined)	101	-4.5	17	3.2	-8	6	-2	12	-0.2	0.5	-5
O=C(Cc1cccs1)Nc1cccc(-c2nc3ccccc3o2)c1	96	0.6	3	0.5	.	1	-32	9	0.9	5.6	1
CCOc1ccc(NC(=O)CSc2nc3ccccc3nc2N2CC(C)OC(C)C2)cc1 (centres undefined)	108	-1.1	-8	0.5	6	-7	2	7	2.7	-0.3	5

Marked active in SUMO Mot1 rescue, among the entries above:
Compound	DSG3 Ab inh	phage Ecoli inh	SUMO Mot1 rescue	PKA-R1A act	OPRM1-OPRD1 inv	OPRM1-OPRD1 ag
CCCCOc1ccc(CSC(=N)N)cc1Cl	97	4.4	467*	0	-34	6.6

Next entries:
SMILES	DSG3 Ab inh	Ecoli viability	HTR5A inv ctr	phage Ecoli inh	SUMO Mot1 rescue	PKA-R1A act	OPRM1-OPRD1 inv	PfHsp90 yeast 2	AddAB inh	OPRM1-OPRD1 ag	HTR5A ag
O=c1c2ccccc2nc2n1CC/C2=C\N1CCN(c2ccc([N+](=O)[O-])cc2)CC1	95	0.1	-35	2.7	21	-7	4	12	-1.5	-0.7	9
N#Cc1c(SCC(=O)Nc2nccs2)sc2c(O)cc(=O)[nH]c12	101	-1.0	-3	1.5	7	-7	15	9	3.9	-2.8	1
CCOC(=O)C(=O)NCC(c1cccs1)S(=O)(=O)c1ccc(C)cc1 (centres undefined)	109	-1.0	-4	0.0	-2	-2	2	-15	-1.2	-0.3	2
C[C@H](CO)N1C[C@H](C)[C@@H](CN(C)S(=O)(=O)c2cccs2)Oc2ccc(NS(=O)(=O)c3ccccc3)cc2CC1=O	97	-2.0	-18	2.3	-26	2	5	1	2.9	-1.0	5
COc1ccc(NC(=O)CS(=O)CC(=O)Nc2ccc(-n3cnnn3)c(C)c2)cc1 (centres undefined)	110	1.4	2	0.6	12	-3	9	-1	1.7	-1.8	-1
CC(C)(C)S(=O)(=O)N1C[C@@H]2CC/C=C\C/C=C\2[C@H]1CCO	106	.	-8	2.9	.	-1	10	34	.	-2.2	2
CC(C)(C)n1nc2c(c1NC(=O)c1ccc(Cl)c([N+](=O)[O-])c1)CS(=O)(=O)C2	.	-0.9	-13	-1.0	12	3	7	11	3.7	-1.3	-1
Cn1c(/C(C#N)=C(\O)c2ccc([N+](=O)[O-])cc2)nc2ccccc21	100	0.6	2	2.9	214	4	15	13	2.5	-3.0	3
O=C(O)CCC(=O)Nc1nc2nccc(-c3ccccc3)n2n1	88	2.7	21	1.4	-9	-2	17	15	-1.4	-3.4	-2
O=C(NNc1ncnc2c1cnn2-c1ccc(F)cc1)c1cccs1	113	-1.8	8	-1.5	-3	-8	8	.	2.6	-1.6	4
O=C(CCN1C(=O)/C(=C/c2cccs2)SC1=S)NC1=NCCS1	97	-1.7	6	4.2	23	8	7	106*	-1.1	-1.3	-2
O=C(/C=C/c1ccc(Cl)cc1Cl)N(Cc1ccc(Cl)cc1)C1CCS(=O)(=O)C1 (centres undefined)	99	-2.1	10	2.9	56	2	-4	11	3.0	0.8	-3
Cc1[nH]n(-c2ccccc2)c(=O)c1N=Nc1cccc(S(=O)(=O)N2CCOCC2)c1	64*	-0.4	-14	1.2	-10	1	8	9	2.9	-1.7	6
CCOc1ccc(NC(=O)CN(C)C(=O)CN2C(=O)C3CC=CCC3C2=O)cc1OCC (centres undefined)	100	2.8	-8	1.5	-5	2	17	-4	2.9	-3.3	3
O=C(Cn1nc(C(=O)O)c2ccccc2c1=O)Nc1ccccc1C(F)(F)F	100	-3.1	-3	0.8	4	4	-1	-16	0.0	0.1	4
Cc1ccc(S(=O)(=O)NCC(=O)N(CC(=O)NCC2CCCO2)Cc2ccccc2)cc1 (centres undefined)	106	1.0	5	2.1	-7	1	13	-6	2.2	-2.3	-2
CCc1ccc(C(=O)Nc2ccc(OC)c(S(=O)(=O)N3CCOCC3)c2)cc1	107	-0.9	-12	0.6	-23	6	-6	6	2.5	1.2	4
O=C1SCC(c2ccc(Cl)cc2Cl)=NN1Cc1nnc(-c2ccccc2)o1	99	-0.3	-8	3.9	6	2	8	-3	0.7	-1.4	2
Cc1ccc(CN2CC(C(=O)Nc3ncccc3C)CC2=O)cc1 (centres undefined)	109	0.7	10	2.2	113	-4	11	-9	3.5	-3.4	3
O=C(CCCN1C(=O)/C(=C/c2ccccc2Cl)SC1=S)NCCCN1CCOCC1	.	-2.4	16	-1.6	43	1	8	1	-3.2	-1.5	1
Cc1cc(NC(=O)CSc2nccn2-c2ccc(Cl)cc2)no1	78	-1.7	-2	0.9	8	10	-3	13	3.4	0.7	1
Cc1ccc(C)c(Nc2cc(C)nc3ncnn23)c1	102	-1.4	-23	1.7	44	-8	17	-6	0.2	-3.3	-3
Cc1ccccc1C(O)c1cccnc1 (centres undefined)	98	3.1	16	3.3	-30	-8	19	8	4.0	-3.6	-2
C/[N+]([O-])=C/c1c(OCc2ccc(Cl)cc2Cl)ccc2ccccc12	112	-2.4	-17	2.6	35	-10	10	2	0.9	-1.8	6
CC1(C)Cc2c(cnn2-c2ccc(F)cc2)C(NC(=O)c2cnccn2)C1 (centres undefined)	110	-0.3	-18	0.3	206	9	10	5	2.7	-1.8	-1
CCOC(=O)c1sc(NC(=O)CCSC)nc1C	100	2.3	-8	3.0	16	3	5	.	1.8	-1.0	5
CN(C#N)c1nc(N2CCOCC2)nc(N2CCOCC2)n1	99	-0.3	-1	0.8	-17	-1	8	18	1.5	-1.4	7
FC(F)(F)c1ccc(CN2C[C@@H]3C(c4ccc(C(F)(F)F)cc4)C4(c5cccnc5)CC3(C4)[C@H]2c2ccccc2)cc1 (some centres undefined)	100	0.7	1	4.2	-13	4	12	-1	0.2	-2.0	-1
Cc1ccc(C(=O)O)cc1N1C(=O)CCCC1=O	103	-3.3	-21	3.5	0	-4	9	5	-2.6	-1.8	6
Cc1cccc(C)c1OCC(=O)Nn1c(COc2ccccc2)nc2ccccc2c1=O	97	-2.0	3	-1.0	-12	-11	-7	.	-0.9	1.2	-1
CC(C)C[C@@]12C(=O)N(c3cccc(Br)c3)C(=O)N1[C@H](c1ccc(F)cc1)[C@@H]1C(=O)N(C3CCCCC3)C(=O)[C@@H]12	97	-3.6	-25	2.1	-20	5	2	13	-0.6	-0.4	6
CCOc1cccc(/C=C2/NC(=O)N(CC(=O)Nc3cccc(C)c3)C2=O)c1O	105	-0.2	-10	5.7	-8	-2	-53	0	2.8	11	-15
CCCC(C)n1[nH]c(=O)cc1N (centres undefined)	109	2.9	-24	-0.2	0	-3	12	-5	5.0	-2.9	-4
COc1cc(S(=O)(=O)N2CCN=C2c2ccccc2)c(OC)cc1Cl	.	0.8	0	-0.1	1	-15	-6	26	1.1	1.1	3
CCOc1ccccc1N1CCN(Cc2c(C)n(C)n(-c3ccccc3)c2=O)CC1	109	-0.8	4	.	40	-12	12	.	-0.5	-2.4	-2
N#Cc1c2c(c(-c3ccccc3)[nH]c1=O)CCCC2	118	.	-9	0.2	5	5	10	-2	.	-1.7	-2
CCOC(=O)c1ccc2c(c1)nc(-c1ccc(F)cc1)c1nccn12	101	-1.6	3	4.5	3	1	10	4	2.1	-2.1	-1
Cc1onc(-c2ccccc2)c1C(=O)Nc1ccc2c(c1)OCCO2	105	-1.6	0	2.8	172	-7	9	-14	1.8	-1.6	3
Cc1ccc(S(=O)(=O)NCc2ccccc2)cc1C(=O)N1CC(C)CC(C)C1 (centres undefined)	123	0.4	-11	4.2	186	-10	7	-17	0.1	-1.3	4
O=C(/C=C/c1cccc([N+](=O)[O-])c1)c1ccco1	94	-1.8	20	-1.9	-15	-4	13	85*	-1.4	-2.9	-5
CCn1c(SCC(=O)Nc2ccccc2OC)nc(O)cc1=O	.	1.6	-5	3.8	16	1	11	13	0.8	-2.2	2
